Bcl-B TR3 displacers: displacers of TR3 peptide from Bcl-B, primary screen, selectivity assay for Bfl-1 inhibitor project, biochemical, fluorescence polarization. actives 0.11% (n = 96,000). FP displacement of FITC-TR3 peptide from Bcl-B; higher % means a stronger effect. AID 748. displacement, % at 20 µM, or IC50 in µM where a hit was titrated;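 active = displacement above 50% at 20 µM plus a fluorescence interference ratio under 1.5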;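 also: plate controls were wells without compound for no effect and wells lacking Bcl-B protein for full effect; a part of the inactive calls stands beside numbers as strong as those of hits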
IL1B NFkB inh: blocks IL-1B driven NFkB nuclear translocation in HUVEC cells; HUVEC IL-1B NFkB p65 nuclear translocation imaging; inhibition, % at 2 µM; actives 0.43% (n = 94,000);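 active = inhibition above about 30% together with a positive call from visual inspection of the well image, limit read from the data; inconclusive = inhibition above a set limit but visual check negative; inactive = inhibition not above a set limit, visual check negative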;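 also: nuclear over cytoplasmic p65 intensity ratio measured by imaging; 0% = IL-1B stimulated DMSO wells and 100% = unstimulated DMSO wells; values of inactives mirror those of a sister screen read the other way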
PLAP inhibitors HTS: PLAP enzyme inhibitors, biochemical, luminescence, HTS (AID 690). actives 0.08% (n = 96,000). one-dose inhibition, % at 20 µM; IC50 in µM for titrated hits. purified PLAP, luminescent substrate; higher % means a stronger effect; in the data active = a potency from the dose series; inactive = the rest, 99 in 100 with inhibition below about 30%; also: strong numbers were not always called active
NFkB transloc pot: enhances IL-1B driven NFkB nuclear translocation; HUVEC IL-1B NFkB p65 nuclear translocation imaging; activation, % at 2 µM; actives 0.3% (n = 94,000); AID 819;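 active = activation above 40%, about the mean plus 3 SD, also judged a hit on visual image review; inconclusive = activation above 40% but not a hit on visual review; inactive = activation not above 40% and no visual hit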;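 also: percent activation is computed from the nuclear over cytoplasmic p65 intensity ratio; values of inactives mirror those of a sister screen read the other way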
MRP resist rev: MRP-mediated drug resistance reversal; H69AR cells + 2 uM doxorubicin, CellTiter-Glo, 72 h; differential viability (reversal), % at 10 µM; actives 0.04% (n = 85,000);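 active = viability drop by adding the cancer drug above about 55%, with treated viability meeting a 40% cutoff, limit read from the data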;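 also: viability without doxorubicin minus viability with 2 µM doxorubicin for each compound; larger differential means the compound sensitizes cells more to doxorubicin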
MRP resist rev cytotoxicity: recorded beside MRP resist rev, whose call it bears; viability, %; H69AR cells, CellTiter-Glo, 72 h; measured here: cytotoxicity without doxorubicin
MRP resist rev with doxorubicin: also measured in MRP resist rev; calls as there; viability, %; measured here: viability with 2 uM doxorubicin; stronger effect = lower value
IL1B NFkB inh cell count 2 µM: further read-out of IL1B NFkB inh, marked with its call; cell count; measured here: cells passing quality filter;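 raw number of nuclei counted in each imaged well without normalization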
NFkB transloc pot cell count 2 µM: also measured in NFkB transloc pot; calls as there; cell count; measured here: cells passing quality filter
Starred values were filed as active, the others as inactive; ? = inconclusive; nt = no result given.

SMILES | Bcl-B TR3 displacers | IL1B NFkB inh | IL1B NFkB inh cell count 2 µM | PLAP inhibitors HTS | NFkB transloc pot | NFkB transloc pot cell count 2 µM | MRP resist rev | MRP resist rev cytotoxicity | MRP resist rev with doxorubicin
CC(C)(C)Nc1nc(OCC(F)(F)F)nc(OCC(F)(F)F)n1 | -8% | -23 | 109 | -10% | 23 | 109 | 13 | 100 | 87
COC(=O)C(C)Sc1nnc(-c2ccncc2)o1 (configuration not stated) | -9% | 0 | 180 | 14% | 0 | 180 | 2 | 94 | 92
CCOC(=O)c1c(NC(=O)CSc2nnc(Cc3ccccc3)o2)sc(C)c1C | nt | -26 | 125 | nt | 26 | 125 | -13 | 49 | 62
Cn1c(=O)n(C)c2cc(NS(=O)(=O)c3ccc4c(c3)CCCC4)ccc21 | 6% | 5 | 158 | -9% | -5 | 158 | 3 | 56 | 54
Cc1cccc(C(=O)Nc2oc(-c3ccccc3)cc2C#N)c1 | -7% | -26 | 70 | 9% | 26 | 70 | 0 | 90 | 91
Cc1ccc(-c2nnc(CSc3nc4cc5c(cc4cc3C)OCO5)o2)cc1 | -4% | 6 | 165 | -9% | -6 | 165 | 15 | 91 | 77
Cc1nc2ccccc2c2oc(C(=O)NCCCN3CCC(C)CC3)cc12 | 4% | -9 | 53 | -50% | 9 | 53 | 18 | 102 | 84
CN=C1S/C(=C\c2ccc(N3CCOCC3)c(F)c2)C(=O)N1C | -11% | -5 | 187 | 23% | 5 | 187 | nt | nt | nt
Cc1onc(-c2ccccc2)c1C(=O)Nc1nnc(N(C)Cc2ccccc2)s1 | -15% | -23 | 178 | -20% | 23 | 178 | -12 | 92 | 104
Nc1nc(SCC(=O)NCCC(c2ccccc2)c2ccccc2)n[nH]1 | 10% | 2 | 123 | -221% | -2 | 123 | -4 | 92 | 96
CCn1c(COc2ccc(OC)cc2)nc2ccccc21 | 1% | 4 | 168 | 11% | -4 | 168 | 12 | 101 | 89
CCOc1ccc(-n2cnnn2)cc1S(=O)(=O)NCCc1ccc(OC)c(OC)c1 | 1% | -19 | 150 | 13% | 19 | 150 | -5 | 87 | 92
Clc1cnc(N/N=C/c2cccs2)c(Cl)c1 | -2% | -1 | 163 | -47% | 1 | 163 | 81* | 83* | 1.5*
CCC(CC)NC(=O)CSc1nnc(-c2ccc(OC)cc2)n1C(C)C | -6% | -12 | 82 | -3% | 12 | 82 | -3 | 92 | 94
CC(=O)Nc1ccc(S(=O)(=O)NNC(=O)COc2cc(C)ccc2C(C)C)cc1 | -6% | 8 | 175 | -28% | -8 | 175 | nt | nt | nt
CCNC(=S)N1C2CCC1CC(NC(=O)NC1CCCCC1)C2 (configuration not stated) | -1% | 5 | 101 | -8% | -5 | 101 | nt | nt | nt
COc1ccccc1NC(=O)C1CCCN(S(=O)(=O)c2cnc[nH]2)C1 (configuration not stated) | -3% | -1 | 148 | -10% | 1 | 148 | -4 | 94 | 98
CCc1ccccc1N1CC23C=CC(O2)C(C(=O)OCC(C)C)C3C1=O (configuration not stated) | -6% | nt | nt | -34% | nt | nt | 7 | 104 | 97
O=C1CC(N2CCN(c3ccc(F)cc3)CC2)C(=O)N1Cc1cccs1 (configuration not stated) | -7% | -12 | 146 | -49% | 13 | 146 | 15 | 110 | 95
O=C(O)Cc1ccc(-c2ccccc2-c2ccccc2)cc1 | nt | -10 | 131 | nt | 10 | 131 | 20 | 118 | 97

Eight of the compounds above, as tab-separated lines.
mol	Bcl-B TR3 displacers	IL1B NFkB inh	IL1B NFkB inh cell count 2 µM	PLAP inhibitors HTS	NFkB transloc pot	NFkB transloc pot cell count 2 µM	MRP resist rev	MRP resist rev cytotoxicity	MRP resist rev with doxorubicin
Nc1nc(SCC(=O)NCCC(c2ccccc2)c2ccccc2)n[nH]1	10%	2	123	-221%	-2	123	-4	92	96
CCn1c(COc2ccc(OC)cc2)nc2ccccc21	1%	4	168	11%	-4	168	12	101	89
CCOc1ccc(-n2cnnn2)cc1S(=O)(=O)NCCc1ccc(OC)c(OC)c1	1%	-19	150	13%	19	150	-5	87	92
Clc1cnc(N/N=C/c2cccs2)c(Cl)c1	-2%	-1	163	-47%	1	163	81*	83*	1.5*
CCC(CC)NC(=O)CSc1nnc(-c2ccc(OC)cc2)n1C(C)C	-6%	-12	82	-3%	12	82	-3	92	94
CC(=O)Nc1ccc(S(=O)(=O)NNC(=O)COc2cc(C)ccc2C(C)C)cc1	-6%	8	175	-28%	-8	175	nt	nt	nt
CCNC(=S)N1C2CCC1CC(NC(=O)NC1CCCCC1)C2 (configuration not stated)	-1%	5	101	-8%	-5	101	nt	nt	nt
COc1ccccc1NC(=O)C1CCCN(S(=O)(=O)c2cnc[nH]2)C1 (configuration not stated)	-3%	-1	148	-10%	1	148	-4	94	98

The results go on:
SMILES | Bcl-B TR3 displacers | IL1B NFkB inh | IL1B NFkB inh cell count 2 µM | PLAP inhibitors HTS | NFkB transloc pot | NFkB transloc pot cell count 2 µM | MRP resist rev | MRP resist rev cytotoxicity | MRP resist rev with doxorubicin
CCC(=O)N1c2ccc(S(=O)(=O)CCC(=O)NC3CCCC3)cc2CC1C (configuration not stated) | 4% | 8 | 137 | -5% | -8 | 137 | 18 | 93 | 76
CCOc1ccc(-c2nnc3ccc(SCc4ccc(C(=O)OC)o4)nn23)cc1 | 1% | -1 | 76 | -37% | 1 | 76 | -10 | 72 | 82
O=C(NC1CCCCC1)N1CCC(n2c(=O)[nH]c3ccccc32)CC1 | 0% | -7 | 158 | -74% | 7 | 158 | 11 | 93 | 82
O=C1OCCC1Sc1nc2cc(Cl)ccc2n1Cc1ccccc1 (configuration not stated) | 6% | nt | nt | -5% | nt | nt | 11 | 108 | 97
Cc1ccc(CNC(=O)C23CN(Cc4ccccc4)CC2C(c2ccc([N+](=O)[O-])cc2)=NO3)o1 (configuration not stated) | -17% | 7 | 203 | -8% | -7 | 203 | nt | nt | nt
Cn1c(SC/C=C/c2ccccc2)nnc1-c1ccco1 | nt | -2 | 96 | nt | 2 | 96 | 6 | 91 | 85
CCN(CC)CP(=O)(c1ccccc1)c1ccccc1 | -19% | -43 | 108 | 5% | ? | nt | -5 | 88 | 93
Cc1cc(C)cc(-n2ccnc2SCC(=O)Nc2ccc3c(c2)OCCO3)c1 | 0% | -7 | 130 | -51% | 7 | 130 | 13 | 101 | 89
CCc1ccc(C(=O)c2ccccc2C(=O)O)s1 | 1% | 10 | 159 | -13% | -10 | 159 | -6 | 88 | 94
CCCCNC(=O)N(O)C1N(CCCC)C(=O)N(CC(=O)OC)C1(C)C (configuration not stated) | nt | 11 | 190 | nt | -11 | 190 | 0 | 96 | 96
CCOc1cccc(/C(O)=C2/C(=O)C(=O)N(CCOC)C2c2ccc(C)o2)c1 (configuration not stated) | 5% | -4 | 114 | 19% | 4 | 114 | 2 | 91 | 90
Cc1noc(NS(=O)(=O)c2ccc(NC(=O)C34CCC(CC3)C4)cc2)c1C | -3% | -4 | 188 | 1% | 4 | 188 | -16 | 95 | 111
C=CCSC1=C(C#N)C(c2ccc(C(C)C)cc2)CC(=O)N1 (configuration not stated) | 4% | 5 | 52 | -17% | -5 | 52 | 9 | 82 | 73
Cc1cc(-c2ccc(/C=N/n3cnnc3)o2)c([N+](=O)[O-])cc1C | 2% | -3 | 147 | -11% | 3 | 147 | nt | nt | nt
CN1/C(=c2/s/c(=C3/C(=O)N(c4ccccc4)NC3=Nc3ccccc3)n(C)c2=O)C(C)(C)c2ccccc21 | -15% | -7 | 189 | 32% | 7 | 189 | nt | nt | nt
COc1ccccc1C(c1nnnn1Cc1ccccc1)N1CCC(C(N)=O)CC1 (configuration not stated) | nt | -4 | 94 | nt | 4 | 94 | 12 | 97 | 84
COCCCN1C(=O)C(=O)/C(=C(/O)c2ccccc2)C1c1ccc2c(c1)OCO2 (configuration not stated) | -13% | -6 | 155 | 4% | 6 | 155 | -15 | 91 | 107
COc1ccccc1Nc1nc(-c2cccc([N+](=O)[O-])c2)nc2ccccc12 | -12% | -16 | 171 | 5% | 16 | 171 | nt | nt | nt
COc1ccc2c(c1OC)C(=O)N1c3ccccc3COC21 (configuration not stated) | -16% | 2 | 190 | 7% | -2 | 190 | -1 | 67 | 68
c1ccc(Cn2nnc(-c3ccccc3)n2)cc1 | nt | -2 | 151 | nt | 2 | 151 | 14 | 96 | 81
CCCNc1nc(N)nc(-c2cc(Cl)ccc2OC)n1 | -4% | -26 | 166 | -1% | 26 | 166 | nt | nt | nt
C/C(Cl)=C\Cn1c(Nc2ccc(C)cc2)nc2c1c(=O)n(C)c(=O)n2C | 11% | -8 | 165 | 13% | 8 | 165 | -3 | 69 | 72
N#Cc1ccccc1NC(=O)CSc1nnc(-c2ccccc2O)n1-c1ccccc1 | 0% | 0 | 152 | 6% | 0 | 152 | -33 | 33 | 66
C1=C2C[N+]3(CCCC3)CC2Cc2ccc3ccccc3c21 (configuration not stated) | 4% | 6 | 166 | -5% | -6 | 166 | 16 | 89 | 73
O=C(c1csc2ccccc12)n1cccn1 | -5% | -30 | 194 | 4% | 30 | 194 | 1 | 99 | 97
CC(C)NC(=O)c1ccccc1NC(=O)Cc1ccc(Cl)cc1 | 1% | -17 | 103 | 10% | 17 | 103 | nt | nt | nt
CCc1ccc2c(c1)cc(CN(C(=S)Nc1ccc(Cl)cc1)C1CC1)c1nnnn12 | 7% | nt | nt | -13% | nt | nt | nt | nt | nt
CCCCOc1ccc(S(=O)(=O)Nc2cccnc2)cc1 | -4% | -4 | 89 | -6% | 4 | 89 | nt | nt | nt
Cc1ccccc1C(=NC(=O)c1ccccc1)c1ccccc1 | -8% | -2 | 129 | 1% | 2 | 129 | nt | nt | nt
CCOc1cccc(=O)c2c(C)n(CC3CCCO3)c(C)c12 (configuration not stated) | 14% | -12 | 135 | -12% | 12 | 135 | 21 | 92 | 71
Nc1ccc(NC(=O)c2ccccc2)c2c1C(=O)c1ccccc1C2=O | 11% | -15 | 105 | 21% | 15 | 105 | nt | nt | nt
Cc1ccc(NS(=O)(=O)c2ccc(OCC(=O)N3CCOCC3)cc2)cc1 | 4% | -7 | 90 | -34% | 7 | 90 | -14 | 97 | 111
Cc1ccc(C)n1-c1ccc(N2CCOCC2)cc1 | -1% | 3 | 162 | -54% | -3 | 162 | 1 | 78 | 78
CCOc1ccc(S(=O)(=O)N(CCO)CCO)cc1-c1nc2c(C(C)(C)C)nn(C)c2c(=O)[nH]1 | -2% | 4 | 146 | -37% | -4 | 146 | -28 | 55 | 83
COc1ccc(-c2nc(CS(=O)CC(=O)NCCC3=CCCCC3)c(C)o2)cc1 (configuration not stated) | -6% | 5 | 195 | -74% | -5 | 195 | 13 | 98 | 86
CSc1nnc2c(n1)OC(c1cccn1C)N(C(C)=O)c1ccccc1-2 (configuration not stated) | 3% | 8 | 93 | -10% | -8 | 93 | 6 | 92 | 86
Cc1ccc(OS(=O)Nc2cccc3nccnc23)cc1 (configuration not stated) | 16% | -6 | 186 | -80% | 6 | 186 | 2 | 85 | 84
Cc1csc2nc(CNC(=O)C3CCCCC3)cn12 | -5% | nt | nt | -16% | nt | nt | 8 | 99 | 90
CCN(CC)S(=O)(=O)c1ccc(Cl)c(C(=O)NCc2ccccc2Cl)c1 | -60% | 1 | 162 | -3% | -1 | 162 | 5 | 79 | 74
OCc1cn(-c2ccccc2)nc1-c1ccc2c(c1)OCCO2 | 1% | -10 | 77 | 35% | 10 | 77 | 11 | 66 | 55

Screens: PubChem, several laboratories

An excerpt; count on the stated rates, not on these rows.
